# DT40 TDP1 CPT: qHTS for Inhibitors of human tyrosyl-DNA phosphodiesterase 1 (TDP1): qHTS in cells in presence of CPT. chicken DT40 Tdp1-/-;hTDP1 cells + 20 nM CPT, ATP luminescence, 48 h. Potency, µM (highest dose often 46.2 µM), inactives show top-dose activity change, negative = growth inhibition, actives largely listed as inhibitors. 12% of 420,000 active; further: nearly all actives have a fitted effect of over 55% in size
#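 Chicken DT40 Tdp1-/- cells stably complemented with human TDP1 were seeded at 400 cells/well in medium containing 20 nM camptothecin, exposed to pin-transferred compounds, and grown at 37 °C for at least 48 hr. Viability was read as ATP luminescence.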
# KAT2A inh: qHTS Assay for Inhibitors of GCN5L2 | GCN5L2 HAT assay, ThioGlo1 CoA-SH fluorescence | AID 504327, 2011 | Potency, µM (top dose mostly 58.9 µM), for inactives: at the highest dose activity change, negative = inhibition, actives largely listed as inhibitors | 0.21% of 390,000 active
# Target sequence (Q92830 whole entry, looked up): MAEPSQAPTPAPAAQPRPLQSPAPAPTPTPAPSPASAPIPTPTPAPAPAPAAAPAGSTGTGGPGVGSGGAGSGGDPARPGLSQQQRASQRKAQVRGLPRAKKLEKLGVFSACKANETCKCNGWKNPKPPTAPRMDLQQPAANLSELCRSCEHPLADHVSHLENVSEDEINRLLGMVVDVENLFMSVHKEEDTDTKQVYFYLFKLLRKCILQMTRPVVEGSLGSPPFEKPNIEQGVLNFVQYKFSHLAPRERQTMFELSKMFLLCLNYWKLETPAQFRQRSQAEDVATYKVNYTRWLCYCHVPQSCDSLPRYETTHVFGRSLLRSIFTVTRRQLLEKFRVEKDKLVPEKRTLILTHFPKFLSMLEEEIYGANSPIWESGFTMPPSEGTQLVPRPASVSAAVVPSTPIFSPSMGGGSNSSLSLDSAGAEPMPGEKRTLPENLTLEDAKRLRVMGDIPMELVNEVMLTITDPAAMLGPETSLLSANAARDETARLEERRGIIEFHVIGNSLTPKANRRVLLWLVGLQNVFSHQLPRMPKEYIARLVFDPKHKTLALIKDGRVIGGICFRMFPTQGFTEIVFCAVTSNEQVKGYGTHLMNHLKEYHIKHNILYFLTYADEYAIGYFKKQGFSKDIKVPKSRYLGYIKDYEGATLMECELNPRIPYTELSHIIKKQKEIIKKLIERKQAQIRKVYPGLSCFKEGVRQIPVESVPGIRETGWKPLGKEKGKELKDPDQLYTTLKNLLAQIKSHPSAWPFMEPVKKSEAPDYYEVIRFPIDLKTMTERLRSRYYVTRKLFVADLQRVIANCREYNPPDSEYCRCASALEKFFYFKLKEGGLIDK
#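 qHTS, 1536-well. 20nM enzyme, pH 7.5 HEPES/EDTA/Tween-20 buffer; 15 min compound preinc., RT. Start: 75uM H3(1-25), 70uM AcCoA, 50uM ThioGlo1. Read Ex340/Em540 at t=0 (autofluorescence flag) and t=20 min.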
# DT40 TDP1 no CPT: qHTS for Inhibitors of human tyrosyl-DNA phosphodiesterase 1 (TDP1): qHTS in cells in absence of CPT. 15% of 420,000 active. AID 686978, 2013. Potency, µM (titrated, usually from 46.2 µM), for inactives: at the top dose activity change, negative = growth inhibition, actives largely listed as inhibitors. DT40 Tdp1-/- hTDP1 cells, no CPT, ATP luminescence, 48 h; further: nearly all actives have a fitted effect of over 55% in size
#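 Cells were dispensed at 400 per well, compounds added by pin tool, plates incubated ≥48 hr at 37 °C, then CellTiter-Glo added for 30 min at room temperature before luminescence reading. Line: DT40 Tdp1-/- complemented with hTDP1; camptothecin omitted.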
# * marks the source's active call; other numbers are inactive results; ? = inconclusive; · = no result given; & = joins results of further samples; [ ] = remark or other dose. The call rests on the fitted dose curve; in most records, active means well fitted curve in the direction sought with a large enough effect; inconclusive means small, poorly fitted or top-dose-only effect, or another doubt; inactive means no such curve, though single readings can be large; an effect the other way counts as inactive or inconclusive. On the % scale 0 is the no-effect control and ±100 the full control effect; potency means the concentration at half of the fitted maximal effect.
SMILES,DT40 TDP1 CPT,KAT2A inh,DT40 TDP1 no CPT
C[C@@H]1[C@H](c2ccccc2)OCCS(=O)(=O)N1Cc1cccc(Cl)c1,?,·,13µM*
CCN1C(=O)[C@H]2[C@@H](c3ccc(C)cc3)N3C(=O)N(c4ccc(C)cc4)C(=O)[C@@]3(Cc3ccccc3)[C@H]2C1=O,?,-10%,?
O=C(c1cc(N2CCOCC2)c(F)cc1[N+](=O)[O-])N1CCOCC1,5%,-10%,-5%
O/N=C/c1ccccc1OCc1ccc(Cl)cc1,-3%,2%,0%
Cc1ccccc1N=C1Nc2ccccc2CS1,?,-4%,?
CCOc1cc(/C=C2/SC(=O)N(CC(=O)N3CCc4ccccc4C3)C2=O)ccc1OCC(=O)O,10%,-10%,-2%
CC1CCN(C(=O)c2nc[nH]c2C(=O)OCCNC(=O)OC(C)(C)C)CC1,1%,4%,0%
CC(C)(C)c1ccc(C(=O)NCC(=O)NNC(=O)c2ccccc2O)cc1,?,-5%,?
Cc1ccc(N2CCN(c3nc4c(S(=O)(=O)c5ccc(C)c(C)c5)nnn4c4ccccc34)CC2)c(C)c1,-1%,-4%,-11%
CN(C(=O)CSc1nnc(-c2c[nH]c3ccccc23)o1)C1CCS(=O)(=O)C1 (stereo not given),1%,-1%,-11%
CS(=O)(=O)N1CCN(c2nc(-c3ccc(F)cc3)cs2)CC1,?,-4%,?
CC(C)Oc1cccc(C(=O)O)c1,-9%,-7%,11%
Clc1ccccc1Cc1noc(CN2CCN(c3cnccn3)CC2)n1,-22%,-7%,-10%
C/C(=N\NC(=O)c1cccs1)c1cccnc1,15µM*,-6%,26µM*
O=c1cc(N2CCOCC2)cnn1-c1ccccc1,5%,0%,-7%
CC1Nc2ncnc(N3CCc4ccccc4C3)c2N(Cc2ccc(Br)cc2)C1=O (stereo not given),16µM*,-6%,23µM*
Cc1ccc(NC(=O)Cn2c(=O)n(Cc3ccc4c(c3)OCO4)c(=O)c3ccccc32)c(C)c1,-19%,-2%,-28%
Sc1ccccc1N=Cc1cccs1,0%,·,-28%
COC(=O)c1c(C)[nH]c(C(=O)OCC(=O)NC(C)(C)C)c1C,?,-3%,-12%
O=S(=O)(Cc1ccc(Cl)cc1Cl)c1ccc(Cl)cc1,0.82µM*,·,1µM*
COc1cc(C(=O)Nc2cc(C(F)(F)F)ccc2N2CCOCC2)ccc1O,-5%,-5%,-19%
Cc1ccc(NC(=O)Cn2ncc3c4ccccc4n(Cc4ccccc4)c3c2=O)cc1Cl,?,-7%,?
COc1ccc(S(=O)(=O)N2CCC(C(=O)NCc3cccnc3)CC2)cc1C,-20%,1%,-11%
Cn1c(CO)cnc1SCc1ccc(F)cc1,0%,-3%,-19%
COc1ccc(C(=O)Nc2cccc(C)n2)cc1S(=O)(=O)N1CCCc2ccccc21,?,·,16µM*

# New compounds follow
SMILES,DT40 TDP1 CPT,KAT2A inh,DT40 TDP1 no CPT
Cc1ccccc1S(=O)(=O)N1C[C@@H]2C(C(=O)C[C@@H]3C(=O)N(C)C(=O)[C@@H]32)[C@@H]1c1ccc(Cl)cc1 (stereo not given in full),-13%,·,-23%
O=C1Nc2ccccc2Cc2ccccc21,2%,·,?
O=C(Nc1cccnc1)c1ccc(Cl)c(S(=O)(=O)N2CCCC2)c1,-27%,-16%,-23%
O=C1c2ccccc2S(=O)(=O)c2cc(N3CCN(c4ccccc4)CC3)ccc21,?,·,16µM*
Cc1c(O)c(=O)n(-c2ccccc2)n1C,-3%,-6%,11%
CCOC(=O)/C=C1\CN(Cc2cc(OC)c(OC)c(OC)c2)S(=O)(=O)c2ccccc21,10µM*,?,6.5µM*
Cc1ccc(NC(=O)Cn2c(O)c(N=NC(=O)c3ccncc3)c3ccccc32)cc1,?,-1%,-2%
O=C1CCCC(NCCCCCCNC2=C([N+](=O)[O-])C(=O)CCC2)=C1[N+](=O)[O-],4%,-8%,-8%
COc1cc(Cl)c(NC(=O)CCc2nc3cccnc3n2-c2ccccc2)c(OC)c1,?,4%,?
CCOC(=O)c1nn(-c2ccc(C)cc2)c(=O)cc1OCC(=O)N1CCN(c2ccccc2)CC1,-26%,-1%,-21%
COc1ccc(NC(=O)NC2CC3CCCC(C2)N3Cc2ccccc2)cc1 (stereo not given),-24%,0%,-11%
CC(C)Cn1c(N)c(C(=O)COC(=O)c2ccccc2C(=O)c2ccccc2)c(=O)n(C)c1=O,16µM*,-8%,9.2µM*
Cc1ccc(NC(=O)C2CCCN2C(=O)NC2CCCCC2)c(C)c1 (stereo not given),-4%,-2%,0%
CC(C)(C)NC[C@H](O)COc1ccccc1C1CCCC1,13µM*,·,10µM*
CCCC/C=C1\CCc2c([nH]c3ccccc23)C1=O,7%,-16%,-2%
Cn1c(=O)c(-c2ccc(Cl)cc2)nc2cncnc21,1%,-5%,5%
COC(=O)c1c(NC(=O)CSc2nnc(C)c(=O)[nH]2)sc(C)c1C,11%,-4%,-1%
O=C1c2oc3ccccc3c(=O)c2C(c2cccc(Cl)c2)N1c1ccccn1 (stereo not given),17%,2%,?
Brc1ccc(/C=C/C=N/Nc2nc3ccccc3s2)cc1,?,3%,?
COCCn1c(-c2cccc(Br)c2)nc2c(c(=O)c3ccccc3n2C)c1=O,?,?,?
Cc1[nH]c2ccccc2c1C(=O)C(=O)N1CCCc2ccccc21,?,-13%,?
CC(C)CC(=O)Nc1ccccc1-c1nnn(CC(=O)N2CCOCC2)n1,-17%,-1%,-10%
CCOC(=O)c1[nH]c(C)c(C(=O)NCc2cccc(OC)c2)c1C,-3%,-10%,-22%
O=c1c(-c2cccs2)nc2cnc(Oc3ccccc3)nc2n1Cc1cccs1,-11%,-27%,2%
NC(=O)c1c(NC(NC(=O)c2ccco2)(C(F)(F)F)C(F)(F)F)sc2c1CCCC2,-22%,-13%,-16%

# More records
SMILES,DT40 TDP1 CPT,KAT2A inh,DT40 TDP1 no CPT
Cc1noc(C)c1COC(=O)c1ccccc1Sc1ccccc1C#N,26µM*,-12%,?
Cc1ccc(-c2nnc(Oc3ccc(NC(=O)c4ccccc4)cc3)c3ccccc23)cc1,?,31%[activator],?
NC(=O)CN1CCN(C(=O)Nc2ccccc2)CC1,15%,-7%,-1%
O=C(NCc1ccccc1)c1onc(CSc2ccncc2)c1C(=O)NCc1ccccc1,?,·,-13%
O=C(CC1C(=O)NCCN1Cc1ccc(-c2ccccc2)cc1)NCc1ccccc1 (stereo not given),?,-6%,?
Cc1c(Cl)cccc1NC(=O)CSc1nc(=O)n(Cc2ccco2)c2c1CCC2,21µM*,-1%,?
CC(C)(C)c1nnc(N/N=C/c2ccc(Br)cc2)n(N)c1=O,?,-13%,?
CSc1ccccc1Nc1ncnc(N)n1,7%,-6%,-1%
COc1cccc(NC(=O)Nc2cccn(Cc3ccccc3)c2=O)c1,?,1%,?
COc1ccccc1NC(=O)c1cnc(SCC(=O)NCC2CCCO2)n(C)c1=O (stereo not given),10µM*,-14%,?
CN(C)C(=O)c1cc(C(=O)c2ccccc2Cl)c[nH]1,-1%,5%,?
Cc1ccc2cc(/C=N/NC(=O)c3ccccc3O)c(Cl)nc2c1,?,-4%,?
COc1cc2c(NC3CCN(C)CC3)nc(N3CCCN(C)CC3)nc2cc1OCCCCN,?,·,?
CC(C)c1ccc(NC(=O)COC(=O)c2ccc(CN3CCCC3=O)cc2)cc1,-5%,1%,14%
CCN(CC)c1ccc(NC(=O)CSc2n[nH]c(-c3ccco3)n2)cc1,?,1%,23µM*
CCCC(=O)Nc1nc(-c2ccccc2)ns1,-29%,-1%,?
COc1ccc(NC(=O)C2CCCN(S(=O)(=O)c3c(C)[nH]c(=O)[nH]c3=O)C2)cc1Cl (stereo not given),0%&-2%,-5%&-8%,-25%&-14%
COc1cc(CN2CCNC(=O)C2CC(=O)NCc2csc(C(C)C)n2)cc(OC)c1 (stereo not given),-6%,-14%,-3%
CC(C)CNC(=O)CSc1nnc(-c2ccccn2)n1Cc1ccccc1,-4%,2%,-12%
Cc1ccc(OCC(=O)NNC(=O)Cc2ccc(S(=O)(=O)N3CCOCC3)s2)cc1,-12%,-22%,-83%
CCOC(=O)CC1C(=O)NCCN1C(=S)NC(=O)c1ccccc1OC (stereo not given),6%,?,5%
O=C(c1cc(-c2ccc(F)cc2)nc2ccccc12)N1CCC1,?,-2%,?
Nc1ccc(SCCN2C(=O)c3ccccc3C2=O)cc1,7%,-3%,-11%
CCOC(=O)[C@@H]1[C@H]2COc3ccccc3[C@@H]2N2C(=O)N(c3cccc(F)c3)C(=O)[C@]12C,-2%,·,-9%
CCC(=O)Oc1cccc(C(=O)Nc2ccc(-c3nnc(-c4ccco4)o3)cc2)c1,6.5µM*,-9%,5.8µM*

# Results in DT40 TDP1 no CPT, for some of the entries so far:
smiles,DT40 TDP1 no CPT
Cc1c(Cl)cccc1NC(=O)CSc1nc(=O)n(Cc2ccco2)c2c1CCC2,?
CC(C)(C)c1nnc(N/N=C/c2ccc(Br)cc2)n(N)c1=O,?
CSc1ccccc1Nc1ncnc(N)n1,-1%

# An excerpt of these results, as tab-separated lines:
structure	DT40 TDP1 CPT	KAT2A inh	DT40 TDP1 no CPT
Cc1noc(C)c1COC(=O)c1ccccc1Sc1ccccc1C#N	26µM*	-12%	?
Cc1ccc(-c2nnc(Oc3ccc(NC(=O)c4ccccc4)cc3)c3ccccc23)cc1	?	31%[activator]	?
NC(=O)CN1CCN(C(=O)Nc2ccccc2)CC1	15%	-7%	-1%
O=C(NCc1ccccc1)c1onc(CSc2ccncc2)c1C(=O)NCc1ccccc1	?	·	-13%
O=C(CC1C(=O)NCCN1Cc1ccc(-c2ccccc2)cc1)NCc1ccccc1 (stereo not given)	?	-6%	?
Cc1c(Cl)cccc1NC(=O)CSc1nc(=O)n(Cc2ccco2)c2c1CCC2	21µM*	-1%	?
CC(C)(C)c1nnc(N/N=C/c2ccc(Br)cc2)n(N)c1=O	?	-13%	?

# Following part:
SMILES,DT40 TDP1 CPT,KAT2A inh,DT40 TDP1 no CPT
O=C(NCc1ccc(Cl)cc1)c1cc2ccccc2o1,-22%,-6%,-6%
COC(=O)[C@@H]1C[C@@H]2CC[C@@H](O)C[C@@H]2N1Cc1ccccc1OS(=O)(=O)c1ccc(C)cc1,2%,-13%,?
CCCOc1cccc(C2/C(=C(/O)c3ccc(F)cc3)C(=O)C(=O)N2CCN(C)C)c1 (stereo not given),-14%,-5%,12%
FC(F)(F)c1ccc(Cl)c(-n2c(-c3ccco3)n[nH]c2=S)c1,3%,-3%,7%
c1cc(-c2nnc3n2CCCCC3)ccn1,4%,-3%,9%
Cc1ccc(NC(=O)COC(=O)CCc2c[nH]c3ccccc23)c(C)c1,?,-11%,?
COc1ccc(N(CC(=O)Nc2ccc(C(N)=O)cc2)S(=O)(=O)c2ccc(C)c([N+](=O)[O-])c2)cc1,3%,9%,-29%
COc1ccc(NC(=O)Cn2c(=O)n(Cc3ccco3)c(=O)c3sc4ccccc4c32)cc1OC,-2%,-4%,-19%
C[C@H]1CN([C@@H](C)CO)C(=O)c2cc(Br)cnc2O[C@@H]1CN(C)C(=O)CN(C)C,-12%,·,-28%
Cc1ccc(C)n1-n1cnc2sc3c(c2c1=O)CCC3,?,1%,?
CC(=O)Nc1cccc(NC(=O)COC(=O)CO/N=C(\C)c2ccc3c(c2)OCO3)c1,19%,-2%,22%
COC(=O)c1cc(C(=O)OC)n(Cc2ccc(F)cc2)n1,-2%,1%,-1%
COCCn1c(=O)c(-c2cccc(C#N)c2)nc2cnc(OC)nc21,-4%,-17%,-1%
OC(CN1CCCCC1)Cn1c2ccc(Cl)cc2c2cc(Cl)ccc21 (stereo not given),?,-14%,15µM*
COc1ccc(NC(C)=O)cc1NC(C)c1nc2sc(C)c(C)c2c(=O)[nH]1 (stereo not given),7%,-12%,-4%
CCC(C(=O)N/N=C(\C)c1cccnc1)c1ccccc1 (stereo not given),-1%,-2%,6%
CCOC(=O)C1(C/C(C)=N/NC(N)=O)CC(C)(C)OC1=O (stereo not given),0%,-6%,6%
Cc1nn(C)c(C(=O)NC(=S)Nc2ccc([N+](=O)[O-])cc2)c1Cl,?,?,?
CCCCNC(=O)c1sc2nc(C)cc(COC)c2c1-n1cccc1,16µM*,-10%,26µM*
CC(=O)Nc1cccc(-c2csc(C(C)(O)c3ccccc3)n2)c1 (stereo not given),?,·,-28%
COc1cc(=O)n2c(c1C(=O)N(C)Cc1nonc1C)CCN(C(=O)c1cc(C)ccc1C)CC2,6%,·,-4%
CCc1ccc(CNC(=O)c2ccc3nc(SCc4ccc(F)cc4)n(C)c3c2)cc1,15µM*,-9%,21µM*
O=C(COC(=O)/C=C/c1ccc(C(F)(F)F)cc1)NCc1ccco1,-2%,-4%,-5%
